PglD inh – blocks C. jejuni PglD acetyltransferase activity. inhibition, % at 12.5 µM. AID 602405. purified PglD enzyme, DTNB colorimetric CoA detection. 360,000 compounds, 0.098% hits; in the data active = inhibition above about 16%, passing the limit was not always enough; also: strong numbers were not always called active
CASP6 VEID inh – blocks human caspase-6 cleavage activity; purified caspase-6, Z-VEID-R110 cleavage fluorescence; inhibition, % at 12.5 µM; 350,000 compounds, 0.53% hits; AID 686996;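 active = mean inhibition across replicates at least about 35%, with every replicate also reaching that limit, limit read from the data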;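 also: 0% = median of neutral control wells and 100% = no fluorescence left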
RAD52 inh – inhibitors of human RAD52 DNA annealing; P43351; recombinant RAD52 DNA annealing, FRET fluorescence; inhibition, % at 18.7 µM; 360,000 compounds, 0.46% hits; AID 651710;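 active = every replicate showing at least 50% inhibition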
Target sequence (P43351 whole entry, looked up): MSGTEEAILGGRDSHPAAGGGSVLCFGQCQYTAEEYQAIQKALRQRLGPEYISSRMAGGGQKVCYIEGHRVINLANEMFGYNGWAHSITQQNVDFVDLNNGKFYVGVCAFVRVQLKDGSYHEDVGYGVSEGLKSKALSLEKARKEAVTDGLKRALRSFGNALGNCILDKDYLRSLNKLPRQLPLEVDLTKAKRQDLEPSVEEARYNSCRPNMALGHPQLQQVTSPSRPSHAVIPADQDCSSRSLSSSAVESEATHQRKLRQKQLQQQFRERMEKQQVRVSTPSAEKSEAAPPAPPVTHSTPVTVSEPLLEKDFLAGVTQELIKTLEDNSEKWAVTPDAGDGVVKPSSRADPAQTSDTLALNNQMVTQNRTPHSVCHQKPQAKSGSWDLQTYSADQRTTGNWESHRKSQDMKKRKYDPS
E-selectin induc – induces E-selectin expression in human endothelial cells; activation, % at 7.58 µM; HUVEC E-selectin immunofluorescence imaging; normalized: neutral wells 0, TNF-alpha wells 100; 260,000 compounds, 0.37% hits;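 active = mean E-selectin-positive cell signal at least 10% of the positive control, reached in at least 60% of replicates, without over 20% cell loss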;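 also: in these data hits start at about 27%; measured in HUVEC primary endothelial cells; signal is the percent of cells scored E-selectin positive by PE staining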
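System: HUVEC / Compound: single concentration / Signal: immunofluorescence imaging / Read-out: percent E-selectin-positive cells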
RAD54 inh – blocks human RAD54 Holliday junction branch migration; Q92698; FAM/BHQ fluorescence; inhibition, % at 10.4 µM; 360,000 compounds, 0.14% hits;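 active = mean normalized replicate activity at least 40 and at least half of replicates scoring 40 or more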;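 also: 0% = median of neutral control wells and 100% = median of positive control wells; inhibitors cause a drop in the FAM fluorescence signal; in these data hits start at about 50%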
esBAF inh – blocks esBAF chromatin remodeling in mouse ES cells | 350,000 compounds, 2% hits | reporter increase, % at 12.5 µM | AID 602393 | Bmi1-luciferase knock-in reporter, 24 h; 100% = twice the neutral-well signal; in the data active = activation above about 40%;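 also: 0% = median of the plate's neutral control wells and 100% = double that signal; a rise in the Bmi1 reporter signal indicates esBAF inhibition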
ARNT TACC3 PPI – disruptors of human ARNT/TACC3 interaction | Q9Y6A5 | AlphaScreen His-ARNT PAS-B/GST-TACC3 binding, luminescence; TACC3 fragment carries E629A point mutation | inhibition, % at 9.99 µM | 390,000 compounds, 0.66% hits;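 active = mean inhibition of replicates at least 50% and at least half of replicates each reaching 50%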;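 also: 0% = complete ARNT plus TACC3 wells and 100% = ARNT alone without TACC3; many hits fall short of the cut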
ERp5 block – blocks human ERp5 reductase activity on insulin; Q15084; 350,000 compounds, 0.05% hits; ERp5 insulin aggregation, absorbance 650 nm, 90 min; inhibition, % at 9.99 µM; AID 651711;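 active = mean replicate inhibition above about 25%, with every replicate also reaching it, limit read from the data, passing the limit was not always enough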
Target sequence (Q15084 whole entry, looked up): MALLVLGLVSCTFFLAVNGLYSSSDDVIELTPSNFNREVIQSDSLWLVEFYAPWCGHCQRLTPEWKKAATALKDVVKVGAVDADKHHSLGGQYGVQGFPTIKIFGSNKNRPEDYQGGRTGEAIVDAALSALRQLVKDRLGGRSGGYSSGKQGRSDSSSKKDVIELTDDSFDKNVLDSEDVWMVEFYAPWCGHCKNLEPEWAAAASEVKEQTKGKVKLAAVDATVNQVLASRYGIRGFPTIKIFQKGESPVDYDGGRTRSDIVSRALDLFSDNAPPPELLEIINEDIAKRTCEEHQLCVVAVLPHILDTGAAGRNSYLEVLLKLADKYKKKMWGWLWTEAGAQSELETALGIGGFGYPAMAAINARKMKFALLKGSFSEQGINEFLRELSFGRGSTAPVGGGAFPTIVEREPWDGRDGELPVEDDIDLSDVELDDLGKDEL
An asterisk follows results filed as active; / = no result given.

SMILES	PglD inh	CASP6 VEID inh	RAD52 inh	E-selectin induc	RAD54 inh	esBAF inh	ARNT TACC3 PPI	ERp5 block
Cn1ncc([N+](=O)[O-])c1C(=O)Nc1ccc(C2CCCCC2)cc1	/	0	-17	/	/	/	-1	2
O=C(Oc1ccccc1Cl)C1CCN(C(=O)c2ccc(F)cc2)CC1	2	5	-8	-0.2	-3	-6	-22	2
COc1cccc(NC(=O)N[C@@H]2CC[C@@H](CC(=O)N3CCCCC3)O[C@H]2CO)c1	-1	1	-7	-1.5	-2	0	0	8
C[C@@H]1CN([C@H](C)CO)C(=O)c2ccccc2-c2ccccc2CO[C@H]1CN(C)C(=O)CCN(C)C	6	-1	-8	14	14	-2	8	8
C[C@@H]1CN([C@H](C)CO)C(=O)c2cccc(NC(=O)NC3CCCCC3)c2O[C@H]1CN(C)S(=O)(=O)c1ccc(Cl)cc1	-3	3	-4	0.0	2	-3	1	-2
C=CCNC(=O)c1onc(CCl)c1C(=O)OC	0	2	-1	0.8	-2	3	-8	-5
Cc1cc(C(=O)Nc2cccc3c2O[C@H](CN(C)Cc2ccc(C(=O)Nc4ccccc4N)cc2)[C@H](C)CN([C@@H](C)CO)C3=O)n(C)n1	2	-3	-5	5.2	-1	-30	3	2
Cc1cc(C)n2nc(SCCC(=O)NCc3ccccc3)nc2n1	2	0	-12	-1.8	0	2	-11	1
COC(=O)c1ccccc1NC(=O)c1ccc(-c2ccc(Br)cc2)o1	6	/	/	/	1	4	-5	/
CC(C)NS(=O)(=O)c1ccc(CCC(=O)Nc2ccc3c(c2)OCO3)cc1	-2	1	7	/	4	0	-2	2
O=C(NC(CO)C(=O)OCc1ccccc1)OCc1ccccc1 (centres undefined)	/	-4	-8	-1.3	/	/	-3	-2
CC(=O)Nc1ccc2oc(-c3cc(F)c(F)cc3Cl)nc2c1	-1	/	/	/	-10	28	-2	/
O=C(C[C@@H]1CC[C@@H]2[C@H](COC[C@H](O)CN2CCC(F)(F)F)O1)NCc1ccc(Oc2ccccc2)cc1	-3	2	-1	0.1	-1	25	5	-1
O=C(CNC(=O)OCc1ccccc1)Oc1ccc2ccc(=O)oc2c1	-3	-2	-13	0.0	6	6	1	3
Cc1ccc(S(=O)(=O)N[C@@H]2CC[C@@H](CCn3cc(C4CCCCC4)nn3)O[C@@H]2CO)cc1	-1	3	12	-0.1	3	5	-28	8
CCOc1ccccc1N1CCN(Cc2ccc(OC)c(OC)c2)CC1	-3	/	/	/	-4	5	-8	/
CC(C)CN(C(=O)COC(=O)c1ccc2c(c1)NC(=O)CS2)C1CCS(=O)(=O)C1 (centres undefined)	2	/	/	/	-4	-4	-37	/
O=C(C[C@H]1C=C[C@H](NC(=O)c2cnccn2)[C@H](CO)O1)NCc1ccccc1F	0	-3	-5	-0.3	-4	1	-1	0
O=C(N/N=C/c1ccccc1[N+](=O)[O-])c1cnccn1	/	0	-2	5.5	/	/	-3	1
Cc1cccc(Nc2nc(N)c([N+](=O)[O-])c(N3CC(C)CC(C)C3)n2)c1 (centres undefined)	/	-2	-1	/	/	/	6	1
C/C=C/c1ccc2c(c1)O[C@H](CN(C)C(=O)c1ccccn1)[C@H](C)CN([C@@H](C)CO)S2(=O)=O	-3	2	13	0.3	5	0	11	-2
Cc1cc(C)n(CCOC(=O)c2sc3ccccc3c2Cl)n1	-11	/	/	/	3	3	-2	/
CCOc1ccc(C2=Nn3c(nnc3-c3cccnc3)SC2)cc1	0	/	/	/	-4	-4	4	/
O=C(C[C@H]1CC[C@H]2[C@@H](COC[C@@H](O)CN2Cc2cc(F)cc(F)c2)O1)NC1CCCC1	3	0	-2	-0.1	-10	0	0	-3
CCCC(=O)Nc1ccc(C(=O)n2nnc3ccccc32)cc1	-3	/	/	/	5	7	1	/
CC(C)CC(NC(=O)C1CCC(=O)N1C(=O)OCc1ccccc1)C(=O)NC(Cc1ccccc1)C(N)=O (centres undefined)	1	1	-4	0.1	3	5	-6	0
CC1(C)Cc2nc3sc4c(=O)n(Cc5ccccc5)cnc4c3cc2CS1	1	-1	-22	/	1	/	15	2
CN(C(=O)CN1C(=O)S/C(=C\c2ccccc2)C1=O)C1CCS(=O)(=O)C1 (centres undefined)	-3	-2	-8	/	0	-1	3	3
O=C(Nc1c(Cl)ccc2nsnc12)c1ccc(Br)o1	/	1	-11	0.5	/	/	/	3
C[C@H](CO)N1C[C@H](C)[C@@H](CN(C)C(=O)Nc2ccccc2F)Oc2cc(-c3ccccc3)ccc2S1(=O)=O	1	1	-36	0.0	1	/	-3	5

2 of the compounds above, with bars between the fields.
SMILES | PglD inh | CASP6 VEID inh | RAD52 inh | E-selectin induc | RAD54 inh | esBAF inh | ARNT TACC3 PPI | ERp5 block
C/C=C/c1ccc2c(c1)O[C@H](CN(C)C(=O)c1ccccn1)[C@H](C)CN([C@@H](C)CO)S2(=O)=O | -3 | 2 | 13 | 0.3 | 5 | 0 | 11 | -2
O=C(C[C@H]1CC[C@H]2[C@@H](COC[C@@H](O)CN2Cc2cc(F)cc(F)c2)O1)NC1CCCC1 | 3 | 0 | -2 | -0.1 | -10 | 0 | 0 | -3

Back to the main list, starting 5 compounds before the break.
SMILES	PglD inh	CASP6 VEID inh	RAD52 inh	E-selectin induc	RAD54 inh	esBAF inh	ARNT TACC3 PPI	ERp5 block
CC(C)CC(NC(=O)C1CCC(=O)N1C(=O)OCc1ccccc1)C(=O)NC(Cc1ccccc1)C(N)=O (centres undefined)	1	1	-4	0.1	3	5	-6	0
CC1(C)Cc2nc3sc4c(=O)n(Cc5ccccc5)cnc4c3cc2CS1	1	-1	-22	/	1	/	15	2
CN(C(=O)CN1C(=O)S/C(=C\c2ccccc2)C1=O)C1CCS(=O)(=O)C1 (centres undefined)	-3	-2	-8	/	0	-1	3	3
O=C(Nc1c(Cl)ccc2nsnc12)c1ccc(Br)o1	/	1	-11	0.5	/	/	/	3
C[C@H](CO)N1C[C@H](C)[C@@H](CN(C)C(=O)Nc2ccccc2F)Oc2cc(-c3ccccc3)ccc2S1(=O)=O	1	1	-36	0.0	1	/	-3	5
CCOc1ccc(C(=O)OCC(=O)Nc2cc(S(=O)(=O)N3CCOCC3)ccc2N2CCOCC2)cc1	-1	1	-10	-1.5	-6	-4	/	0
C[C@H](CO)N1C[C@H](C)[C@H](CN(C)C(=O)Nc2ccc(C(F)(F)F)cc2)OCCCC[C@H](C)Oc2ccc(NC(=O)Nc3ccc(F)cc3)cc2C1=O	2	-1	-5	1.0	9	8	-11	-3
Cc1ccccc1NC(=O)c1ccc2snnc2c1	-1	-1	-18	0.2	-16	6	-22	7
CCc1nnc(NC(=O)Cn2nnc(-c3ccccc3F)n2)s1	1	/	/	/	-3	-24	0	/
CN1c2ccc(C#Cc3cccnc3)cc2[C@@H]2[C@@H](CCN2C(=O)C2CC2)[C@H]1CO	2	-2	-15	0.2	2	-1	7	-2
CCN(Cc1ccccc1)S(=O)(=O)c1cc(C(=O)NCC2CCCCC2)ccc1OC	/	0	-8	/	/	/	-4	6
O=C(CN1C(=O)NC2(CCCC2)C1=O)N1CCN(c2cccc(C(F)(F)F)c2)CC1	/	1	-5	1.0	/	/	/	-1
CCOc1ccccc1N1C(=O)CC(Sc2nccc(C)n2)C1=O (centres undefined)	1	1	3	-0.1	-15	4	-3	1
O=C(CSc1nnc(NC(=O)c2ccco2)s1)Nc1ccccc1Cl	/	1	-4	0.3	/	-13	-30	0
Cc1cc(C)c(S(=O)(=O)N2CCc3ccccc32)c(C)c1	10	0	-41	/	7	-1	-5	3
Cn1c(CN2CCN(c3ccccc3NS(C)(=O)=O)CC2)nc2ccccc21	1	-3	-13	0.0	6	-8	-3	3
Cc1nc(-c2ccc(Cl)cc2)sc1C1(C)CC(c2ccc(Cl)cc2)=NO1 (centres undefined)	-4	6	-8	-0.1	-2	1	-5	-3
Cc1cc(C(=O)Nc2cccc3c2O[C@H](CN(C)Cc2ccc(C(=O)O)cc2)[C@@H](C)CN([C@@H](C)CO)C3=O)n(C)n1	3	1	16	-2.6	0	5	-8	6
Cc1csc(CNC(=O)c2cc(COc3c(C)cccc3C)on2)n1	2	-1	-55	/	-8	0	-10	-13
COc1ccc([C@@H]2[C@@H]3C(=O)N(C(C)(C)C)C(=O)[C@@H]3[C@]3(Cc4ccc(Cl)cc4)C(=O)N(c4ccc(Br)cc4)C(=O)N23)cc1	5	-3	8	-0.1	-14	-5	0	-1
CCS(=O)(=O)N[C@H]1C=C[C@@H](CC(=O)Nc2ccc(-c3ccccc3)cc2)O[C@H]1CO	1	7	/	/	1	6	-4	4
Nc1nc(N)c2ncn(C3C=CC(CO)C3)c2n1 (centres undefined)	/	2	-3	0.2	/	/	/	-1
Nc1nnn(CC(=O)N/N=C/c2ccccc2)n1	/	2	1	3.9	/	/	-5	-1
Cc1ccc(/C=C/c2nnc(-c3ccccc3)o2)cc1	1	/	/	/	3	7	0	/
Cn1c(NCc2ccccc2)nc2cc(-c3ccccc3)sc2c1=O	4	2	-5	0.3	-2	33	/	4
COc1ccccc1-n1c(SCC(=O)Nc2cccc(C(=O)O)c2)nnc1-c1ccccc1C	-5	-3	-2	0.0	5	3	5	4
Cc1ccc(C(=O)N2CCCC(C(F)(F)F)C2)cc1S(=O)(=O)N1CCCCC1 (centres undefined)	1	1	-5	/	0	4	-1	14
COc1ccc(CN(C)C[C@H]2OCCCC[C@H](C)Oc3ccc(NC(=O)Cc4ccccc4)cc3C(=O)N([C@H](C)CO)C[C@H]2C)cc1	4	/	/	-0.3	1	-1	2	/
CC1CCN(C(=O)Cn2cc(C(F)(F)F)ccc2=O)c2ccccc2S1 (centres undefined)	0	70*	9	/	-6	-1	-34	7
CC(=O)c1c(C)[nH]c(C(=O)Nc2ccc(F)c(F)c2F)c1C	5	1	7	/	-2	6	10	-1
O=C1COc2ccc(S(=O)(=O)CCC(=O)N3CCN(c4ccccc4)CC3)cc2N1	-4	1	2	/	-3	-4	-1	1
CC(C)=CCN1CCN(Cc2ccc(C#CC(C)(C)O)cc2)CC1CCO (centres undefined)	-2	/	-11	/	5	-5	-2	-2
O=C(CSc1nnnn1-c1ccccc1F)NNC(=O)c1ccco1	/	-3	-13	/	/	/	-8	-3
CC(C)(C)C(=O)Cn1ncc(Br)c(Br)c1=O	/	0	-16	/	/	/	-10	3
O=C(NN(Cc1ccccc1)Cc1ccccc1)c1ccccc1	-1	3	-11	-0.1	-1	/	6	11
O=C(Nc1ccc(Oc2ncnc3cc(Cl)ccc23)nc1)c1cccs1	-6	2	-26	0.4	2	/	-1	4
CCCNc1nc(-c2cc(C(=O)Nc3ccccc3)on2)cc(C(C)C)n1	-1	0	-22	/	-6	-4	-4	-1
Cc1nn(C)cc1NC(=O)C[C@H]1CC[C@H]2[C@H](COc3ccc(NC(=O)c4cccc(F)c4)cc3C(=O)N2C)O1	4	1	15	-0.1	-2	0	26	0
Cc1ccc(OCCCCN2CCC(C)CC2)cc1	7	/	/	/	3	-7	-2	/
C[C@H](CO)N1C[C@H](C)[C@@H](CN(C)S(C)(=O)=O)Oc2ccc(N(C)C)cc2CC1=O	0	/	1	0.0	-2	3	-3	-7
C[C@@H]1CN([C@H](C)CO)C(=O)c2cc(C#Cc3ccncc3)cnc2O[C@@H]1CN(C)Cc1ccncc1	/	-1	7	0.0	/	/	/	2
C[C@H](CO)N1C[C@H](C)[C@H](CN(C)Cc2ccc(Oc3ccccc3)cc2)Oc2ccc(NC(=O)Cn3cnnn3)cc2CC1=O	3	3	-2	20	-6	1	8	-5
COc1ccc(-c2nc3scc(-c4ccc(OC)c(OC)c4)c3c(=O)o2)cc1	-3	/	/	/	3	12	-6	/
Cc1cc(=O)[nH]c(Nc2cccc(F)c2)n1	2	1	-11	/	-3	-15	-13	5
COc1ccc(NC(=O)Nc2ccc3c(c2)CC(=O)N([C@@H](C)CO)C[C@@H](C)[C@H](CN(C)S(=O)(=O)c2ccc(F)cc2)O3)cc1	-2	-1	-13	0.0	5	1	17	-2
C[C@@H]1CCCCO[C@@H](CN(C)C(=O)C2CCCCC2)[C@@H](C)CN([C@H](C)CO)C(=O)c2cc(NC(=O)Nc3ccccc3)ccc2O1	-1	-2	-10	0.0	8	-3	-15	3
CCOC(=O)C1CCN(C(=O)COc2ccc(S(=O)(=O)N3CCCC3)cc2C)CC1	6	-4	-9	0.9	-2	-2	/	0

Screening data as filed in PubChem.

Compounds were not picked by outcome; any-hit rate near 3.2%.
